# Bioassay records (PubChem)
# JMJD2A Tudor = JMJD2A Tudor domain (human) inhibition. O75164. 4.4% of 390,000 active. Potency, µM (doses to about 114 µM), for the others: at the top dose activity change, negative = inhibition, hits mostly inhibitors. AlphaScreen JMJD2A-Tudor / H3K4me3 peptide binding; also: potency is read from the fitted curve at half-maximal effect; % is scaled to controls: 0 for no effect and ±100 for the full control effect; nearly all actives have a fitted effect of over 50% in size
# BAZ2B inh = blocks human BAZ2B | Potency, µM (series often up to 114 µM), inactives show top-dose activity change, negative = inhibition, usual class: inhibitors | AlphaScreen BAZ2B-H3K14Ac peptide displacement | 4.4% of 360,000 active; also: potency is read from the fitted curve at half-maximal effect; % is scaled to controls: 0 for no effect and ±100 for the full control effect; nearly all actives have a fitted effect of over 60% in size
#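 Inhibition is scored as reduced AlphaScreen emission. The BAZ2B/b-H3(5-23)K14Ac complex (50 nM each) in PBS pH 7.4, 0.01% Tween-20 meets compound (up to 110 uM) for 30 min at RT before bead addition.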
# HP1b chromo inh = HP1-beta chromodomain-methylated histone interaction inhibition; 0.56% of 390,000 active; Potency, µM (doses to about 114 µM), inactives show top-dose activity change, negative = inhibition, hits mostly inhibitors; AlphaScreen HP1-beta / biotin-H3K9me3 peptide binding; AID 540317; also: potency is read from the fitted curve at half-maximal effect; nearly all actives have a fitted effect of over 70% in size; inactives centre near 23
#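 AlphaScreen: HP1-beta (50 nM) preformed 30 min with biotin-H3(1-18)K9me3 peptide (50 nM) in PBS pH 7.4, 0.01% Tween-20. Compound added for 30 min at RT, then streptavidin donor/nickel chelate acceptor beads (10 ug/mL) for 30 min.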
# PGK inhibitor = blocks T. brucei phosphoglycerate kinase | P07378 | PGK/GAPDH coupled, Kinase-Glo luminescence, 60 min | Potency, µM (titrated, usually from 57.5 µM), inactives show top-dose activity change, negative = inhibition, actives largely listed as inhibitors | 0.043% of 380,000 active; also: potency is read from the fitted curve at half-maximal effect; % is scaled to controls: 0 for no effect and ±100 for the full control effect; nearly all actives have a fitted effect of over 60% in size
#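 Recombinant glycosomal PGK reaction used 1,3-bisphosphoglycerate generated in-well by GAPDH (100nM final) in 100mM TEA pH 7.6, 5mM MgCl2, 0.01% Tween-20. After 60 minutes at room temperature, ATP was read by Kinase-Glo Plus luminescence end-point.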
# PI4K2A inh = blocks human PI4K2A kinase activity | 0.13% of 420,000 active | Q9BTU6 | purified PI4K2A, ADP-Glo luminescence, 1 h; stronger effect = lower value | activity change, negative = inhibition, % at 76.9 µM | AID 1346378; in the data active = activity change below about -50%; inconclusive = mostly about -30% to -49%;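 also: -100% = wells without enzyme as full effect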
#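 ADP-Glo luminescence measured ADP generated by PI4K2A enzyme (4 ug/mL before mixing) with 1.2 mM PI substrate (pre-mix) and 300 microM ATP (pre-mix). Tris pH7.5 buffer with MgCl2, Triton X-100; 1 h reaction at ambient temperature.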
# GLS inh = inhibitors of human glutaminase (GLS); 0.21% of 410,000 active; O94925; Potency, µM (series often up to 45.5 µM), without a hit: top-dose activity change, negative = inhibition, most hits filed as inhibitors; GLS enzymatic activity, qHTS titration; also: potency is read from the fitted curve at half-maximal effect; % is scaled to controls: 0 for no effect and ±100 for the full control effect
#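 Compounds were pin-transferred onto hKGA, after which L-glutamine (1 mM solution) and a detection mix of glutamate oxidase, HRP and Amplex Red were added. Initial and 30 min RT fluorescence reads were collected.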
# G9a block = blocks human histone lysine methyltransferase G9a. 8.8% of 350,000 active. G9a H3K9 monomethylation, AlphaScreen, 2 h. Potency, µM (titrated, usually from 102 µM), for the others: at the top dose activity, negative = inhibition, most hits filed as inhibitors; also: potency is read from the fitted curve at half-maximal effect; % is scaled to controls: 0 for no effect and ±100 for the full control effect; nearly all actives have a fitted effect of over 75% in size
#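 Readings reflect AlphaScreen signal from monomethyl-H3K9 antibody detection. HMT at 20 nM; substrate b-H3K9 500 nM; cofactor SAM 20 uM; 2 h RT reaction; compounds tested as titrations in qHTS with 15 min preincubation.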
# Pin1 inh = blocks the human prolyl isomerase Pin1; Q13526; Pin1 FP peptide displacement, HiFluor488, 10 min; Potency, µM (doses to about 115 µM), for inactives: at the top dose activity, negative = inhibition, usual class: inhibitors; 0.009% of 390,000 active; AID 504891; active = well fitted inhibition curve with a large enough effect in the polarisation, with a control signal flat, not every such curve was filed as active; inconclusive = small, poorly fitted or top-dose-only effect, or effect the other way, or a change in a side signal; inactive = no such curve, though single readings can be large or run the other way; the % refers to the polarisation; also: potency is read from the fitted curve at half-maximal effect; % is scaled to controls: 0 for no effect and ±100 for the full control effect
# POLH inh = DNA polymerase eta (human) inhibition. Q9Y253. recombinant Pol eta, fluorescent DNA replication assay. Potency, µM (highest dose often 114 µM), without a hit: top-dose activity change, negative = inhibition, actives largely listed as inhibitors. 1.2% of 390,000 active. AID 588591; also: potency is read from the fitted curve at half-maximal effect; % is scaled to controls: 0 for no effect and ±100 for the full control effect
#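 Pol eta (10 nM) was preincubated with compounds for 15 min at room temperature, after which fluorescent replication substrate (50 nM final) was added to start the reaction. Fluorescence was read kinetically at 0 and 10 min.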
# * = called active by the depositor; i = inactive; ? = inconclusive; · = not tested or not shown; & = joins results of further samples; [ ] = dose if it differs, or a comment. Unless noted, calls follow the shape of the dose curve; as a rule, active = well fitted curve in the direction sought with a large enough effect; inconclusive = small, poorly fitted or top-dose-only effect, or another doubt; inactive = no such curve, though single readings can be large; an effect the other way counts as inactive or inconclusive. The list is partial; count on the stated rates, not on these rows.
cpd	smiles	JMJD2A Tudor	BAZ2B inh	HP1b chromo inh	PGK inhibitor	PI4K2A inh
1	CCOC(=O)C1(Cc2ccc(OC)cc2)CCN(C(=O)C2=CCCC2)CC1	6%	-11%	38%	i	5
2	[O-][n+]1onc2c3ccnnc3ccc21	-6%	-5%	24%	-2%	-8
3	Cc1ccccc1CSCCNC(=O)CN(c1ccc2c(c1)OCO2)S(C)(=O)=O	-23%	?	13%	·	-1
4	Cc1nn(-c2ccccc2)cc1/C=N/NC(=O)c1cccs1	-12%	-36%	30%	i	3
5	C#CCN1C(=O)C(O)(CC(=O)c2ccc(OC)c(OC)c2)c2ccccc21 (stereo not given)	-22%	2%	19%	0%	0
6	O=C(NCC1CCCO1)c1coc2nc3ccccc3nc12 (stereo not given)	-16%	6%	42%[activator]	4%	-1
7	COc1ccc(-n2nc3c(c2NC(=O)C2CC2)CS(=O)C3)cc1 (stereo not given)	-5%	2%	30%	7%	1
8	O=C(CNc1ccccc1Cl)Nc1cc(S(=O)(=O)N2CCOCC2)ccc1Cl	-26%	-36%	21%	-7%	-6
9	CCC(=O)Nc1ccc(NC(=O)c2c(C)nc3ccccn23)cc1	-4%	·	29%	i	-3
10	COn1c2c(c3c4no[n+]([O-])c4ccc31)CCCC2	-15%	-28%	11%	i	0

cpd	GLS inh	G9a block	Pin1 inh	POLH inh
1	-4%	28%	2%	-17%
2	1%	-15%	5%	0%
3	6%	-3%[12.7 µM]	-1%	9%
4	0%	1%	-9%	-2%
5	-4%	-13%[59 µM]	0%	-19%
6	4%	·	13%	6%
7	-1%	-1%	-5%	0%
8	13%	-33%[12.7 µM]	3%	-8%
9	-10%	17%[59 µM]	2%	-13%
10	-7%	-16%	-8%	-8%

# Entries of single compounds as entered above. Screens in order: JMJD2A Tudor	BAZ2B inh	HP1b chromo inh	PGK inhibitor	PI4K2A inh	GLS inh	G9a block	Pin1 inh	POLH inh
# C#CCN1C(=O)C(O)(CC(=O)c2ccc(OC)c(OC)c2)c2ccccc21 (stereo not given) in the list: -22%	2%	19%	0%	0	-4%	-13%[59 µM]	0%	-19%
# Cc1ccccc1CSCCNC(=O)CN(c1ccc2c(c1)OCO2)S(C)(=O)=O in the list: -23%	?	13%	·	-1	6%	-3%[12.7 µM]	-1%	9%
# CCC(=O)Nc1ccc(NC(=O)c2c(C)nc3ccccn23)cc1 in the list: -4%	·	29%	i	-3	-10%	17%[59 µM]	2%	-13%
# [O-][n+]1onc2c3ccnnc3ccc21 in the list: -6%	-5%	24%	-2%	-8	1%	-15%	5%	0%
# CCOC(=O)C1(Cc2ccc(OC)cc2)CCN(C(=O)C2=CCCC2)CC1 in the list: 6%	-11%	38%	i	5	-4%	28%	2%	-17%

# New compounds follow.
cpd	smiles	JMJD2A Tudor	BAZ2B inh	HP1b chromo inh	PGK inhibitor	PI4K2A inh
11	COc1ccc(C2NC(=O)NC(O)(C(F)(F)F)C2C(=O)c2ccccc2)cc1OC (stereo not given)	-20%	2%	29%	6%	1
12	O=C(CSc1nc2ccccc2c(=O)n1C1CC1)NCc1ccccc1	-13%	2%	19%	-12%	4
13	CC1CCC(NC(=O)c2cc3c(Cl)nc4ccccc4c3s2)CC1 (stereo not given)	-15%	-1%	27%	-4%	-5
14	COc1ccc(NS(=O)(=O)c2cc(C)ccc2C)cc1	1%	-5%	26%	-1%	3
15	CNC(=O)NC(=O)C(OC(=O)c1cccc(S(=O)(=O)N2CCCCC2)c1)c1ccccc1 (stereo not given)	-24%	-11%	-15%	-2%	-1
16	C[C@H](NC(=O)c1ccccc1Cl)C(=O)OCc1cn2cc(Cl)ccc2n1	-15%	-18%	27%	i	2
17	O=C(COC(=O)c1ccc([N+](=O)[O-])o1)NCc1ccc2c(c1)OCO2	-7%	·	22%	-10%	-9
18	COc1ccccc1CNC(=O)CN1C(=O)NC2(CCOc3ccccc32)C1=O (stereo not given)	-12%	·	32%	i	-6
19	COc1ccc(S(=O)(=O)N2CCCC(C(=O)N3CCN(c4ccccc4)CC3)C2)cc1Cl (stereo not given)	-31%	?	-4%	-3%	4
20	O=[N+]([O-])c1ccc(CN2CC(N3CCCC3)CS2(=O)=O)cc1 (stereo not given)	·	·	·	-5%	5

cpd	GLS inh	G9a block	Pin1 inh	POLH inh
11	8%	7%	1%	-2%
12	-16%	11%[59 µM]	-6%	1%
13	-5%	8%[59 µM]	2%	-24%
14	0%	16%	-5%	-11%
15	11%	-5%[59 µM]	15%	-3%
16	2%	?	-13%	-12%
17	-3%	·	-14%	79µM*
18	-1%	·	4%	-16%
19	13%	-16%	4%	-21%
20	-9%	·	·	-19%

# (list continues)
cpd	smiles	JMJD2A Tudor	BAZ2B inh	HP1b chromo inh	PGK inhibitor	PI4K2A inh
21	O=C(COC(=O)CNC(=O)c1ccccc1)NCCNC(=O)COC(=O)CNC(=O)c1ccccc1	3%	2%	18%	0%	3
22	O=C(NCC12CC3CC(CC(C3)C1)C2)c1cc2nc(-c3ccccc3)cc(C(F)(F)F)n2n1	18%	-1%	55%[activator]	11%	1
23	COc1ccccc1Nc1c2c(nc3ccc(N)cc13)CCCC2	40µM*	35µM*	-25%	i	-2
24	COC(=O)c1sccc1NC(=O)c1ccoc1C	-11%	13%	18%	-4%[11.5 µM]	1
25	CSc1oc(-c2ccc(F)cc2)nc1S(=O)(=O)c1ccccc1	-2%	2%	35%	·	0
26	Cc1c(NC(=O)c2ccc(C(C)(C)C)cc2)cccc1[N+](=O)[O-]	-12%	2%	14%	-7%	-1
27	Cc1ccc(C)c(NC(=S)/C(=C(\[O-])c2ccc(Cl)s2)[n+]2ccccc2)c1	?	35µM*	-20%	6%	1
28	CS(=O)(=O)N1CCc2cc(C(=O)Nc3ccc(COCC(F)(F)F)cc3)ccc21	4%	-23%	24%	-7%	4
29	COc1ccc(NC(=O)Nc2cccc(OCc3cc(=O)n4cccc(C)c4n3)c2)c(OC)c1	-14%	-1%	26%[57 µM]	i	2
30	Cc1ccc(C(=O)Nc2cnc3ccccn3c2=O)cc1	6%&-3%	9%&-1%	31%&12%	-5%&-3%	-1&-4

cpd	GLS inh	G9a block	Pin1 inh	POLH inh
21	3%	17%[12.7 µM]	0%	-12%
22	7%	-1%[59 µM]	5%	1%
23	18%	40µM*	-3%	-16%
24	7%	33%	5%	-6%
25	0%	?	3%	-3%
26	-11%	17%	0%	-25%
27	3%	?	2%	-21%
28	-9%	2%	-1%	-17%
29	6%	?	-1%	-9%
30	-7%&-8%	-3%[59 µM]	0%&2%	-19%&-5%

# Further compounds.
cpd	smiles	JMJD2A Tudor	BAZ2B inh	HP1b chromo inh	PGK inhibitor	PI4K2A inh
31	CCOC(=O)c1c(NC(=O)/C=C/c2ccc3c(c2)OCO3)sc(C)c1CC	20%	32%	113%[activator]	0%	2
32	CC(Oc1ccccc1)C(=O)Nc1cccc(F)c1 (stereo not given)	-11%	2%	16%	-7%	1
33	CCc1c(C2(O)CCCCC2)[nH]c2c(C(=O)OC)cc(Cl)cc12	14%	11%[57.1 µM]	97%[activator]	-29%	-2
34	O=[N+]([O-])c1cccc(S(=O)(=O)N2CCN(S(=O)(=O)N3CCCCCC3)CC2)c1	-8%	8%	0%	2%	0
35	Cc1ccccc1C(OCCN(C)C)C1CCCCC1 (stereo not given)	?	?	?	-1%	-4
36	COc1ccc(-n2cnc(=S)[nH]c2=S)cc1	-34%	·	?	4%	1
37	CC(C)Oc1ccc(S(=O)(=O)N2CCOCC2)cc1NC(=O)C1COc2ccccc2O1 (stereo not given)	-11%	0%	42%[activator]	-8%	-1
38	Cc1cc(NC(=O)C2CCN(C(=O)c3ccco3)CC2)ccc1Br	-14%	10%	3%	-6%	-8
39	O=C1C=C(O)C(n2cncn2)C(c2ccc3c(c2)OCO3)C1 (stereo not given)	-14%	-17%	12%	24%	-7
40	COc1ccc(C)cc1-n1nnnc1SCc1cn2ccsc2n1	-18%	-27%	22%	i	-1

cpd	GLS inh	G9a block	Pin1 inh	POLH inh
31	0%	·	10%	-14%
32	13%	22%[59 µM]	-8%	-3%
33	-7%	-37%	0%	-18%
34	3%	1%	0%	-7%
35	-11%	3.2µM*	13%	-16%
36	17%	·	-6%	-21%
37	1%	-17%[2.33 µM]	9%	-21%
38	5%	-24%[59 µM]	2%	-9%
39	0%	-10%	-1%	-5%
40	0%	8%[59 µM]	-1%	-17%

# Next section
cpd	smiles	JMJD2A Tudor	BAZ2B inh	HP1b chromo inh	PGK inhibitor	PI4K2A inh
41	C=CCN(CC=C)C(=O)CN1C(=O)NC(Cc2c[nH]c3ccccc23)C1=O (stereo not given)	-1%	1%	-21%	-9%	3
42	CC(=O)Nc1ccc(C(=O)COC(=O)C2CC2)c(F)c1	-8%	3%	6%	21%	2
43	Cc1cccc(Cc2ncc(C(F)(F)F)cc2Cl)c1	5%	3%	40%[activator]	·	-2
44	Cc1ccc(-n2nnnc2SCC(=O)N2CCN(C(=O)c3ccco3)CC2)c(C)c1	-7%	8%	11%	-7%	0
45	CCOC(=O)c1[nH]c(C)c(C(=O)NC)c1C	1%	8%	43%[activator]	i	1
46	CCOC(=O)c1c(-c2ccccc2)nc2c(C)cccn12	3%	11%	42%[activator]	-6%	-2
47	CC(C)N1C(=S)N(Cc2ccco2)C(=O)C1CC(=O)Nc1ccccc1 (stereo not given)	-19%	?	20%	-4%	-3

cpd	GLS inh	G9a block	Pin1 inh	POLH inh
41	7%	27%	-10%	-16%
42	0%	-39%	-1%	0%
43	11%	23%	0%	4%
44	3%	10%[59 µM]	0%	-12%
45	1%	-7%	-3%	-12%
46	-2%	·	-5%	-13%
47	-9%	50µM*	2%	?
